# High-throughput results as filed in PubChem BioAssay.
# USP1-UAF1 inh: Inhibitors of USP1/UAF1: Primary Screen. Ubiquitin carboxyl-terminal hydrolase 1 (Homo sapiens), O94782. recombinant USP1/UAF1, Ub-Rhodamine cleavage fluorescence. Potency, µM (top dose mostly 57.1 µM), for inactives: at the top dose activity change, negative = inhibition, hits mostly inhibitors. hit rate 0.23% among 390,000; also: potency is read from the fitted curve at half-maximal effect; % is scaled to controls: 0 for no effect and ±100 for the full control effect; nearly all actives have a fitted effect of over 60% in size; inactives centre near -12
# Target sequence (O94782 whole entry, looked up): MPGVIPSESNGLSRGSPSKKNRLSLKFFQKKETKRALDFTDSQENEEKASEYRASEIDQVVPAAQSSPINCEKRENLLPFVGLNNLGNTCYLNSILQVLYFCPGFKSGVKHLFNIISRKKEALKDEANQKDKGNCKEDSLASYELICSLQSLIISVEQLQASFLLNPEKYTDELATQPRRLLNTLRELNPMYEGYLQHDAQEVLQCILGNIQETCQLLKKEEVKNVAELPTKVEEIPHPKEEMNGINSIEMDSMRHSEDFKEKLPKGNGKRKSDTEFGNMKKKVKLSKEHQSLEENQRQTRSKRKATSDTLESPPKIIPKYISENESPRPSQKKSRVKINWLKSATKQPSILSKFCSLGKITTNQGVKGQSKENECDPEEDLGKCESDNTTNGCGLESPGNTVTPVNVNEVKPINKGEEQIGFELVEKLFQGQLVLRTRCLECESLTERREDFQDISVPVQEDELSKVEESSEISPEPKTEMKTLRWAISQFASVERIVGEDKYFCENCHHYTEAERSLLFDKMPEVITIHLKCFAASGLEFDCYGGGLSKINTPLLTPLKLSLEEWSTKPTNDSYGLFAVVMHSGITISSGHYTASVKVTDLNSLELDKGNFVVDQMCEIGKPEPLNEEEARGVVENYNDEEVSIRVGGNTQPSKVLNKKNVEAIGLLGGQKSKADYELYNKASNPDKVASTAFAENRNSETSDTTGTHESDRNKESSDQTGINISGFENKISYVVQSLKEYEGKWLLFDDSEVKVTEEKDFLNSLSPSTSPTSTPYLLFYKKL
#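 USP1/UAF1 complex (1 nM) preincubated 15 min at room temperature with compound, then Ub-Rho substrate (150 nM final) added. Kinetic fluorescence at 480/540 nm over 6 reads at 60 s intervals; 50 mM HEPES pH 7.8, 0.5 mM EDTA, 0.1 mg/ml BSA, 1 mM TCEP, 0.01% Tween-20.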
# D2 ag: HTS Assay for Allosteric Agonists of the Human D2 Dopamine Receptor: Primary Screen for Agonists | HEK293 T-REx D2 cells, calcium flux agonist mode | hit rate 0.53% among 340,000 | activation, % at 2 µM | AID 485358, 2010 | D(2) dopamine receptor (Homo sapiens), P14416;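 active = activation over 3 SD above normal in the single-dose calcium agonist read, cut at about 30% in these data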; also: 0% is about no effect
#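 Agonism is scored from calcium flux in a force-coupled, inducible HEK293 cell line expressing D2, read kinetically for 180 s after compound addition against dopamine controls.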
# rTrxR1 inhibitor: qHTS Assay for Inhibitors of Mammalian Selenoprotein Thioredoxin Reductase 1 (TrxR1): qHTS; Thioredoxin reductase 1, cytoplasmic (Rattus norvegicus), O89049; recombinant rTrxR1, NADPH fluorescence consumption, selenite substrate; Potency, µM (highest dose often 114 µM), for inactives: top-dose activity change, negative = inhibition, most hits filed as inhibitors; hit rate 1% among 390,000; also: potency is read from the fitted curve at half-maximal effect; % is scaled to controls: 0 for no effect and ±100 for the full control effect; nearly all actives have a fitted effect of over 65% in size
#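 Rat TrxR1 (90 nM in the dispensed reagent) was pre-reduced with 400 uM NADPH for 5 min at room temperature, then incubated with compound for 15 min. After 400 uM selenite was added, NADPH fluorescence (Ex 340/Em 450 nm) was followed for 8 min.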
# TRHR enhancer: qHTS for Small Molecule Agonists and Allosteric Enhancers of Human TRH Receptor: Primary Screen for Enhancers; Thyrotropin-releasing hormone receptor (Homo sapiens), P34981; TRHR cells, fluo-8 calcium fluorescence, EC20 TRH enhancement; enhancement, % at 2 µM; hit rate 0.66% among 360,000; AID 493056, 2011; in the data active = enhancement above about 30%; also: 0% is about no effect
#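 Enhancer read-out: after compound pinning and an initial kinetic agonist-mode read, an EC20 of TRH (10 nM final) was injected and fluo-8 calcium signal (Ex 480/Em 530) followed at 1 s/cycle for 100 cycles in TRHR-expressing cells.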
# mIDH1 inhibitor: qHTS for Inhibitors of mutant isocitrate dehydrogenase 1 (IDH1): qHTS; Isocitrate dehydrogenase [NADP] cytoplasmic (Homo sapiens), O75874; IDH1-R132H enzyme, NADPH consumption, diaphorase/resazurin fluorescence; Potency, µM (titrated, usually from 76.6 µM), for the others: top-dose activity change, negative = inhibition, usual class: inhibitors; hit rate 0.093% among 390,000; also: potency is read from the fitted curve at half-maximal effect; % is scaled to controls: 0 for no effect and ±100 for the full control effect; nearly all actives have a fitted effect of over 65% in size
#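 IDH1-R132H (0.5 ug/mL dispensed) in pH 7.5 Tris buffer was preincubated 30 min with compound, then given a substrate mix of 0.016 mM NADPH and 2 mM alpha-KG for 80 min at room temperature; remaining NADPH was read by diaphorase/resazurin fluorescence.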
# TRHR ag: qHTS for Small Molecule Agonists and Allosteric Enhancers of Human TRH Receptor: Primary Screen for Agonists | Thyrotropin-releasing hormone receptor (Homo sapiens), P34981 | TRHR cells, calcium flux fluo-8, FDSS agonist mode | activation, % at 2 µM | hit rate 0.18% among 360,000; in the data active = activation above about 30%; also: 0% is about no effect
#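 Fluo-8-loaded TRHR cells; 10 s baseline, compound added, kinetic Ca2+ fluorescence read 1/s, agonist mode.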
# D2 antag: HTS Assay for Allosteric Antagonists of the Human D2 Dopamine Receptor: Primary Screen for Antagonists. D(2) dopamine receptor (Homo sapiens), P14416. HEK293 TREx D2 cells, calcium flux, dopamine EC80. inhibition, % at 10 µM. hit rate 2% among 340,000. AID 485344, 2010; in the data active = inhibition above about 30%; also: 0% is about no effect
#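 Calcium flux kinetic readout in an inducible HEK293 TREx D2 line plated overnight at 30 C. After 180 s compound exposure, an EC80 dopamine challenge follows with another 180 s kinetic read to detect antagonism.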
# TrxR1 substrate: qHTS Assay for Substrates of Mammalian Selenoprotein Thioredoxin Reductase 1 (TrxR1): qHTS. Potency, µM (titrated, usually from 114 µM), for inactives: top-dose activity change, negative = substrate turnover. hit rate 0.01% among 390,000. purified TrxR1 substrate turnover, NADPH consumption readout. Thioredoxin reductase 1, cytoplasmic (Rattus norvegicus), O89049. AID 588456, 2011; also: potency is read from the fitted curve at half-maximal effect; % is scaled to controls: 0 for no effect and ±100 for the full control effect; nearly all actives have a fitted effect of over 50% in size
#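 Rat TrxR1, dispensed at 90 nM, was prereduced with 400 uM NADPH (final) for 5 min at ~22 deg C, then incubated with compound 15 min before 400 uM selenite. A first-read NADPH fluorescence drop versus no-compound background flagged substrates.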
# Pin1 inh: qHTS Assay to Find Inhibitors of Pin1; Potency, µM (titrated, usually from 115 µM), without a hit: at the top dose activity, negative = inhibition, usual class: inhibitors; hit rate 0.009% among 390,000; AID 504891, 2011; Peptidyl-prolyl cis-trans isomerase NIMA-interacting 1 (Homo sapiens), Q13526; Pin1 FP peptide displacement, HiFluor488, 10 min; active = well fitted inhibition curve with a large enough effect in the polarisation, with a control signal flat, not every such curve was filed as active; inconclusive = small, poorly fitted or top-dose-only effect, or effect the other way, or a change in a side signal; inactive = no such curve, though single readings can be large or run the other way; the % refers to the polarisation; also: potency is read from the fitted curve at half-maximal effect; % is scaled to controls: 0 for no effect and ±100 for the full control effect
# Target sequence (Q13526 whole entry, looked up): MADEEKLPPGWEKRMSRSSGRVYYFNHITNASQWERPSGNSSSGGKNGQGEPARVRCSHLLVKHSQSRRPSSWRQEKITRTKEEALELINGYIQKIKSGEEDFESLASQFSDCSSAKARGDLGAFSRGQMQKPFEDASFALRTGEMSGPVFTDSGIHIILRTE
# Starred values were filed as active, the others as inactive; ? = inconclusive; . = no result given; [ ] = another dose, or the depositor's remark. Unless noted, calls follow the shape of the dose curve; as a rule, active = well fitted inhibition curve with a large enough effect; inconclusive = small, poorly fitted or top-dose-only effect; inactive = no such curve, though single readings can be large or run the other way. This is a subset; the hit share may differ from the screen's.
compound	USP1-UAF1 inh	D2 ag	rTrxR1 inhibitor	TRHR enhancer	mIDH1 inhibitor	TRHR ag	D2 antag	TrxR1 substrate	Pin1 inh
COc1ccccc1N=c1c2c([N+](=O)[O-])cc([N+](=O)[O-])cc2n(O)n1-c1ccccc1OC	.	0.7	.	7	.	-0.3	-2	.	.
CC1Oc2ccccc2OC1(O)c1ccccn1 (centres undefined)	-11%	-0.2	-17%	14	2%	-0.1	8	-11%	-1%
Cc1[nH]c2ccccc2c1C(=O)CSc1cccc[n+]1[O-]	3%	1.2	3%	5	20%	0.8	0	-2%	3%
CCOC(=O)C1=C(CN2CCN(c3cc(C)ccc3C)CC2)NC(=O)NC1c1ccc(Cl)cc1 (centres undefined)	-16%	-0.2	1%	10	-10%	-0.1	.	-6%	1%
COCCn1c(C)cc(O)c(C(c2ccc(Cl)cc2)N2CCCCC2)c1=O (centres undefined)	-5%	0.2	?	2	36%[activator]	-0.2	.	3%[57.1 µM]	-1%
COc1cc2[nH]cc(C(=O)NCCc3ccccc3)c(=O)c2cc1OC	3%	-2.4	10%	3	1%	-1.4	-16	6%	3%
Cc1cc2n(n1)C(c1cccs1)Nc1ccccc1-2 (centres undefined)	-14%	0.0	-6%	10	5%	-0.6	-1	17%	7%
CCCN1CCN(C(=O)C2CCN(c3ncnc4c3nc3n4CCCCC3)CC2)CC1	-16%	-0.1	26%[57.1 µM]	1	-7%	0.5	13	5%[57.1 µM]	-4%
CC[N+](CC)(CC=C(C)C)CC(=O)OC	-1%	0.5	4%	1	17%	1.1	-9	-1%	-1%
O=C(Cc1ccccc1)Nc1nc(-c2cccc([N+](=O)[O-])c2)cs1	-4%	0.4	13%	0	1%	1.3	-1	5%	-13%
COC1=CC(=O)C(OC)=C(OC)C1=O	-8%	.	50µM*	.	22%	.	.	-9%	-6%
COCCNC(=O)CSc1cn(CC(=O)N2CCCCCC2)c2ccccc12	-21%	0.9	15%	-1	-16%	0.2	.	2%	-1%
O=C1NC(=S)N(C(=O)c2ccc(F)cc2)/C1=C/c1ccccc1	-1%	14	-10%	9	0%	20	-6	-13%	116%[activator]
CN(C)c1ccc(/C=N/NC(=O)c2ccc3c(c2)OCO3)cc1	-19%	-0.1	-22%	2	0%	-0.2	3	-19%	4%
O=C(OCc1nc2ccccc2s1)c1ccc(Br)s1	-10%	0.6	8%	4	6%	0.7	32*	8%	26%
N#Cc1c(NC(=O)c2cc(C3CC3)on2)sc2c1CCC2	-1%	-0.4	34%[57.1 µM]	6	2%	0.7	0	11%[57.1 µM]	1%
O=C(CSc1nnc(Cc2ccccc2)o1)NCc1ccc2c(c1)OCO2	-10%	-0.4	9%[57.1 µM]	21	2%	-1.0	-6	1%[57.1 µM]	-3%
O=C(NCc1cccc(OC(F)(F)F)c1)c1ccc2c(c1)S(=O)(=O)c1cc(Cl)ccc1C2=O	?	.	9%	.	2%	.	.	5%	-2%
COc1ccccc1NC(=O)CCCn1c(=S)[nH]c2ccccc2c1=O	-15%	-0.9	14%	0	16%	-1.4	-3	1%	10%
CCNc1nc(N)nc(Oc2ccc(C(=O)OC)cc2)n1	-1%	0.7	19%	10	0%	0.3	10	10%	0%
CCCc1nc2c(o1)CC(CC(C)SCC)CC2=O (centres undefined)	-14%	0.0	11%[57.1 µM]	-1	2%	0.1	-8	-4%[57.1 µM]	-1%
O=C(COC(=O)c1cc([N+](=O)[O-])ccc1N1CCOCC1)Nc1ccc(Cl)cn1	-24%	1.5	-6%	0	-1%	0.0	-2	-13%	-6%
CCCCN(C(=O)c1ccc(S(=O)(=O)N(CC)CC)cc1)c1c(N)n(CCC)c(=O)[nH]c1=O	-6%	-0.8	-9%	6	-6%	-0.5	-4	-16%	1%
Cc1ccc2nc(NC(=O)c3ccc(Br)o3)sc2c1	-17%	-1.3	17%	3	-8%	-0.1	7	7%	-5%
CC(=O)Nc1ccc(OCC(=O)NC(C)C(C)C)cc1 (centres undefined)	-17%	0.1	10%[57.1 µM]	9	4%	0.6	-2	-3%[57.1 µM]	7%
CN(C(=O)C(C)(C)C)C1c2c(ccc3ccccc23)OCC1CO (centres undefined)	-13%	-0.1	3%[57.1 µM]	7	7%	-0.1	-3	8%[57.1 µM]	-3%
COc1ccc(-c2nnc(SCC(=O)c3ccc(NC(C)=O)cc3)o2)cc1OC	?	0.1	22%[57.1 µM]	-2	10%	1.0	.	9%[57.1 µM]	-1%
CCn1c(-c2cc(-c3ccc(C)c(C)c3)nc3ccccc23)n[nH]c1=S	.	-0.1	.	-6	.	-0.9	16	.	.
CC1CCN(c2ncnc3c2cnn3Cc2ccc(Cl)cc2)CC1	-15%	-1.2	20%	2	3%	-0.4	6	5%	0%
O=C(NCCCN1CCN(c2cccc(Cl)c2)CC1)c1nnc(Cc2ccc(F)cc2Cl)o1	-10%	.	-1%	-3	-11%	0.2	.	-10%	9%
COC(=O)C/C=C/[C@@H](C)[C@@H](/C=N/OCC[C@@H]1C=C[C@H](OC(C)=O)[C@@H](COC(C)=O)O1)NS(=O)(=O)c1ccc(C)cc1	.	0.2	.	-2	.	0.2	15	.	.
COc1ccc(Cc2nc3ccc(S(N)(=O)=O)cc3[nH]2)cc1OC	-21%	0.2	12%	7	0%	-0.9	-2	10%	-2%
CC(=O)c1ccc(S(=O)(=O)N2CCC3(CC2)OCCO3)cc1	-24%	0.3	10%	-1	-8%	1.1	24	-2%	-4%
Cc1nnc(NC(=O)c2ccc(S(=O)(=O)N3CCCCC3C)cc2)o1 (centres undefined)	4%	0.7	-8%	-3	0%	-0.1	-6	-11%	1%
CCOC(=O)c1cnc(SCC(=O)Nc2nnc(CC)s2)nc1N	-11%	-0.1	6%	3	3%	-1.2	2	2%	-4%
CCCn1nc2ccccc2c1P(=N)(N1CCOCC1)N1CCOCC1	-6%	0.3	7%	-2	2%	-0.1	-3	6%	-1%
Cc1ncsc1C(=O)Nc1cccc(C(F)(F)F)c1	-22%	0.1	2%	1	-4%	0.0	0	-3%	-1%
CN(C)C(CNC(=O)CSc1nc2ccccc2c(=O)n1Cc1ccco1)c1ccccc1 (centres undefined)	-14%	0.5	?	-1	1%	-0.1	0	-7%	-2%
COc1ccc(C(=O)Nc2cccc(S(=O)(=O)N3CCCC3)c2)cc1S(=O)(=O)N1CCOCC1	-2%	.	-8%[2.29 µM]	.	0%	.	.	-8%[2.29 µM]	?
CC(=O)Nc1ccc(S(=O)(=O)NNC(=O)COc2ccc(C(C)(C)C)cc2)cc1	-13%	1.2	31%[57.1 µM]	2	7%	1.1	13	8%[57.1 µM]	-7%
Cc1ccc(CNC(=O)C2CCC(CNS(=O)(=O)c3ccc4c(c3)CCCC(=O)N4)CC2)cc1 (centres undefined)	-20%	.	8%[57.1 µM]	0	13%	0.3	.	2%[57.1 µM]	-6%
O=C(Nc1ccc2oc(=O)ccc2c1)c1ccc(-c2ccccc2[N+](=O)[O-])o1	?	-1.4	-3%[57.1 µM]	-1	-1%	-0.1	13	3%[57.1 µM]	?
CCN1C[C@@H]2[C@@H]3C(=O)N(Cc4ccccc4)C(=O)[C@@H]3[C@](Cc3ccccc3)(C1=O)N2C(=O)c1ccc(C(F)(F)F)cc1	3%	.	-11%[57.1 µM]	.	7%	.	.	0%[57.1 µM]	-9%
COc1ccc(C(=O)NCC(c2ccc(N(C)C)cc2)N2CCCC2)cc1 (centres undefined)	-30%	0.5	8%[57.1 µM]	-7	3%	-0.3	.	6%[57.1 µM]	-2%
COc1ccc(C2NC(=O)CS2)cc1OC (centres undefined)	-5%	0.3	5%	0	1%	0.0	-1	-2%	-2%
Cc1ccc(C)c(N2CCN(CCCNC(=O)Nc3ccc(Cl)cc3)CC2)c1	?	1.4	8%	3	-5%	2.1	.	-1%	4%
COc1cccc(N/C(C)=C/C(=O)c2ccc(Br)cc2)c1	-15%	-0.4	-9%	-2	5%	0.1	4	-2%	6%
CCOc1ccc2[nH]c3c(NCCCOC)ncnc3c2c1	-11%	.	31%	12	0%	-1.3	.	93%[activator]	1%
CC(=O)N1c2ccc(S(=O)(=O)NCCC(=O)Nc3ncccc3C)cc2CC1C (centres undefined)	-22%	0.6	17%	-4	2%	0.1	5	6%	-10%
CC(C)Cc1nnc(NC(=O)c2cc(-c3ccccc3)nc3ccccc23)s1	-10%	0.5	-14%	11	-3%	-0.9	7	-11%	2%
Cc1cc(C)c(NC(=S)N(CCN(C)C)C(C)c2cccnc2)c(C)c1 (centres undefined)	-10%	-0.1	22%[57.1 µM]	1	1%	0.0	0	12%[57.1 µM]	-6%
